BLM inh = inhibitors of human Bloom syndrome helicase BLM; P54132; recombinant BLM DNA unwinding, fluorescence dequenching; Potency, µM (top dose mostly 56.1 µM), inactives show at the top dose activity change, negative = inhibition, most hits filed as inhibitors; 350,000 tested, 0.2% active;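 also: plate controls were vehicle for no effect and no enzyme for full effect; nearly all actives have a fitted effect of over 35% in size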
Pol eta inh = DNA polymerase eta (human) inhibition; AID 588591; Q9Y253; Potency, µM (titrated, usually from 114 µM), for inactives: at the highest dose activity change, negative = inhibition, actives largely listed as inhibitors; recombinant Pol eta, fluorescent DNA replication assay; 390,000 tested, 1.2% active; also: % is scaled to controls: 0 for no effect and ±100 for the full control effect
Target sequence (Q9Y253 whole entry, looked up): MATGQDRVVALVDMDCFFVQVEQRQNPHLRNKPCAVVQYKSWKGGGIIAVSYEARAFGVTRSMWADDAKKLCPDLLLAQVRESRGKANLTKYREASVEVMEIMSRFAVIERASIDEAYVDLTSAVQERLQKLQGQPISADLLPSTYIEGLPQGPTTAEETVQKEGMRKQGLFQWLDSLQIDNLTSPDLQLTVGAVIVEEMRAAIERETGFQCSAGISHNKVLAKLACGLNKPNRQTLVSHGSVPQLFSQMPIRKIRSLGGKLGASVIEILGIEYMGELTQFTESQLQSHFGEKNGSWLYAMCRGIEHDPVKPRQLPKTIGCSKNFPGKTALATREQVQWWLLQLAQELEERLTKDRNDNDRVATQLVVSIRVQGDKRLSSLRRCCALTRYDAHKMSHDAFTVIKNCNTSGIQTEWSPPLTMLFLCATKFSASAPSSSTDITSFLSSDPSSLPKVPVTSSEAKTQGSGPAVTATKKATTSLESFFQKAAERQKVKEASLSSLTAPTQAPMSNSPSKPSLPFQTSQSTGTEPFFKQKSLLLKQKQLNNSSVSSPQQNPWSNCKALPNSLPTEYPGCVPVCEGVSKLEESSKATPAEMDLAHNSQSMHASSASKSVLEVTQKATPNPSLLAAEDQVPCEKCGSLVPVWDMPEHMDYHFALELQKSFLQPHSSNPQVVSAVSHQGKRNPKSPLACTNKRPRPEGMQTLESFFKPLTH
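Pol eta (10 nM) was preincubated with compounds for 15 min at room temperature, after which fluorescent replication substrate (50 nM final) was added to start the reaction. Fluorescence was read kinetically at 0 and 10 min.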
Pol kappa inh = blocks human DNA polymerase kappa activity; Q9UBT6; purified Pol kappa, fluorescent DNA synthesis assay, 10 min; Potency, µM (highest dose often 107 µM), for the others: at the top dose activity, negative = inhibition, usual class: inhibitors; 400,000 tested, 0.53% active; also: % is scaled to controls: 0 for no effect and ±100 for the full control effect
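Pol kappa 10 nM + cpd, 15 min RT; start w/ substrate 50 nM final; fluorescence kinetic read, 0 and 10 min. Neg ctrl: buffer, no enzyme.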
Pol iota inh = blocks human DNA polymerase iota activity; Q9UNA4; Pol iota fluorescent replication assay, 10 min; Potency, µM (highest dose often 115 µM), for inactives: at the highest dose activity, negative = inhibition, most hits filed as inhibitors; 390,000 tested, 1% active
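Fluorescent replication assay read twice, at 0 min and 10 min after adding 50 nM (final) substrate. Enzyme (10 nM) and compounds were first incubated 15 min at room temperature; enzyme-free buffer wells were negative controls.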
POLB inh = DNA polymerase beta (human) inhibition. 340,000 tested, 1.3% active. Pol beta primer extension/strand displacement, fluorescence kinetic. Potency, µM (highest dose often 114 µM), without a hit: at the top dose activity change, negative = inhibition, hits mostly inhibitors. P06746; also: % is scaled to controls: 0 for no effect and ±100 for the full control effect
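Homogeneous kinetic assay of primer extension and strand displacement by 10 nM Pol beta, preincubated 15 min at room temperature with compound before 50 nM substrate (final) was added. Read at 0 and 10 min; four-parameter Hill fit.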
APE1 inh = inhibitors of human APE1 endonuclease | recombinant APE1, TAMRA/BHQ-2 abasic DNA cleavage fluorescence | 350,000 tested, 0.35% active | Potency, µM (top dose mostly 65.8 µM), for the others: top-dose activity change, negative = inhibition, actives largely listed as inhibitors;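 also: plate controls were vehicle for no effect and reference inhibitor for full effect; nearly all actives have a fitted effect of over 55% in size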
Target sequence (P27695 whole entry, looked up): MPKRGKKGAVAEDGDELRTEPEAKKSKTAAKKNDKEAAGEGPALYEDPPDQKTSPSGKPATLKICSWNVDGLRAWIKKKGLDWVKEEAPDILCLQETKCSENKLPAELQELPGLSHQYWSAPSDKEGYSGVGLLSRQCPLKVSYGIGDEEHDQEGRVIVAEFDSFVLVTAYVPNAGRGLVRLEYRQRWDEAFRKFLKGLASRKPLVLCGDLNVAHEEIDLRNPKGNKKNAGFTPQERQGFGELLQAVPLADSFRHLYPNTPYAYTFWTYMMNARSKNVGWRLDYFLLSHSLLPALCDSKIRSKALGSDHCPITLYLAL
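Compound pre-exposure to 0.75 nM APE1, 15 min at ambient temperature. Reaction initiated with 50 nM TAMRA/BHQ-2 THF substrate, read immediately in kinetic mode, 525 nm excitation, 598 nm emission.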
G9a block = inhibitors of human histone lysine methyltransferase G9a; 350,000 tested, 8.8% active; Q96KQ7; G9a H3K9 monomethylation, AlphaScreen, 2 h; Potency, µM (doses to about 102 µM), inactives show at the top dose activity, negative = inhibition, usual class: inhibitors; also: % is scaled to controls: 0 for no effect and ±100 for the full control effect; nearly all actives have a fitted effect of over 75% in size
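G9a (20 nM) was preincubated 15 min with compound, then reacted 2 h at room temperature with 500 nM biotin-H3K9 peptide and 20 µM SAM. Monomethyl-H3K9 detected by AlphaScreen using anti-H3K9me1 antibody.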
BAZ2B block = blocks human BAZ2B. Q9UIF8. AlphaScreen BAZ2B-H3K14Ac peptide displacement. Potency, µM (top dose mostly 114 µM), without a hit: top-dose activity change, negative = inhibition, actives largely listed as inhibitors. 360,000 tested, 4.4% active; also: % is scaled to controls: 0 for no effect and ±100 for the full control effect; nearly all actives have a fitted effect of over 60% in size
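Complex of BAZ2B and biotin-H3K14Ac (50 nM apiece) forms over 30 min at RT, then faces library compounds up to 110 uM for another 30 min; AlphaScreen beads added, 20 min dark incubation, luminescence read.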
Apoferritin bind = candidate novel general anesthetic via apoferritin binding; P02791; apoferritin/1-aminoanthracene competitive binding, fluorescence; Potency, µM (highest dose often 77.5 µM), inactives show top-dose activity change, negative = displacement, actives largely listed as inhibitors; 350,000 tested, 0.074% active; AID 485281; also: % is scaled to controls: 0 for no effect and ±100 for the full control effect; nearly all actives have a fitted effect of over 20% in size
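Horse-spleen apoferritin (10 uM) was mixed with 50% saturated 1-aminoanthracene in PBS, exposed to compounds for 10 min at room temperature, and read for fluorescence (ex 380 nm, em 535 nm). Competitive displacement was fitted with a four-parameter Hill equation.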
* = called active by the depositor; ? = inconclusive; / = not tested or not shown; & = joins results of further samples; [ ] = another dose, or the depositor's remark. Calls follow the shape of the dose curve; as a rule, active = well fitted curve in the direction sought with a large enough effect; inconclusive = small, poorly fitted or top-dose-only effect, or another doubt; inactive = no such curve, though single readings can be large; an effect the other way counts as inactive or inconclusive. Potency is read from the fitted curve at half-maximal effect. These rows are one share of the data; the hit share may differ from the screen's.

BLM inh | Pol eta inh | Pol kappa inh | Pol iota inh | POLB inh | APE1 inh | G9a block | BAZ2B block | Apoferritin bind | SMILES
-3% | -21% | 12% | ? | -23% | 81% | ? | -23% | ? | Cc1cc(=O)oc2cc(OCC(=O)Nc3ccc(N4CCC(C)CC4)cc3)ccc12
-1% | 5% | -20% | -7% | 38% | -2% | 12% | 6% | -5% | O=C1CCCN1CC(O)CS(=O)(=O)c1ccc(Cl)cc1 (stereo unspecified)
0% | 9% | -2% | -9% | 8% | 0% | -4% | 4% | -13% | CCOc1ccccc1OCCn1ncc2ccc(OC)c(OC)c2c1=O
-1%&-1% | -4%&-11% | 0%&-1% | -26%&-4% | -1%&0% | 0% | -33%&12%[59 µM] | 5%&-6% | 9%&-5% | Cc1cccc(NS(=O)(=O)c2ccc3nc(-c4ccccc4)[nH]c3c2)c1C
-6% | -2% | -15% | 41%[activator] | -3% | 1% | -3% | -1% | -5% | COc1ccc(C(=O)Nc2cc(C(F)(F)F)ccc2-n2cncn2)cc1
1% | -10% | 3% | -7% | 0% | 2% | 6%[0.501 µM] | -2% | -10% | Cn1nc([N+](=O)[O-])nc1Sc1cccc2cccnc12
-1% | -15% | -7% | 7% | 1% | 34%[activator] | 36% | -4% | -10% | O=C(NCCc1ccccn1)c1ccc2nc(Cc3ccccc3F)oc2c1
/ | 10% | 4% | 29% | / | 41% | ? | -36% | / | Cc1ccn2cc(C(=O)Nc3cccc(C(=O)NC4CC4)c3)nc2c1
-13% | -5% | -12% | 21% | 8% | 3% | / | -5% | -9% | CCCCn1c(N)c(N(Cc2ccccc2OC)C(=O)C(C)C)c(=O)[nH]c1=O
0% | -14% | 3% | -1% | 13% | / | 2%[59 µM] | -1% | -6% | CCc1ccccc1Nc1ncnc2c1nc1n2CCCC1
-1% | -12% | -3% | -6% | -1% | 44% | -6% | -35% | -22% | CC1Sc2ccc(S(=O)(=O)N3CCC(C(=O)N(C)Cc4ccco4)CC3)cc2NC1=O (stereo unspecified)
-5% | -15% | -6% | 12% | 6% | 4% | ? | ? | 0% | CCOc1ccc2nc(COC(=O)c3ccco3)c(C(C)=O)[n+]([O-])c2c1
-1% | 2% | -7%[60.1 µM] | -11% | -9% | / | -7%[59 µM] | -26% | ? | COc1ccc(-c2nnc(SCC(=O)Nc3ccc(C(C)=O)cc3)nc2-c2ccc(OC)cc2)cc1
/ | 6% | -16% | ? | / | -5% | ? | 0% | / | Cc1cccc(C(=O)OCC(=O)Nc2ccccc2C(=O)NC2CC2)c1
-1% | -17% | 7% | 22% | 13% | 2% | 0%[59 µM] | -19% | -6% | CCn1c(C)c(C(C)=O)cc(C#N)c1=O
/ | -18% | -3% | 33%[activator] | / | -8% | 7%[59 µM] | -6% | / | O=C(NCc1ccccc1CN1CCCC1)c1cccc(S(=O)(=O)N2CCOCC2)c1
-2% | -12% | -12% | 7% | 18% | -6% | -9% | -5% | 5% | Oc1cnn(-c2ccccc2)c1
/ | -12% | -7% | 3% | / | 17% | ? | 4% | / | O=C(CSc1ccccn1)Nc1ccc2c(c1)CCC2
-6% | -1% | -13% | 4% | 1% | / | -6%[59 µM] | 2% | 6% | O=C(CCn1c(=O)c2ccccc2n(Cc2ccc(Cl)cc2)c1=O)NCc1ccc2c(c1)OCO2
/ | -5% | 0% | -23% | / | 28% | -4%[12.7 µM] | -1% | / | COC(=O)C1=C(C)NC(=S)NC1c1ccc(OCC(=O)N2CC(C)OC(C)C2)c(OC)c1 (stereo unspecified)

BLM inh | Pol eta inh | Pol kappa inh | Pol iota inh | POLB inh | APE1 inh | G9a block | BAZ2B block | Apoferritin bind | SMILES
-2% | -18% | -4% | 23% | -28% | 15% | 7% | -14% | -12% | CCCOc1ccc(-c2c(C(=O)N/N=C/c3ccsc3)nnn2-c2nonc2N)cc1
-2% | -18% | 7% | 82%[activator] | 3% | 2% | -10% | -16% | -4% | Cc1ccc(C)c(OCCSc2nnc(C)c(=O)[nH]2)c1
1% | -15% | -8% | 22% | 32% | 1% | -1%[59 µM] | 3% | -10% | Cc1nnc(NC(=O)c2ccc(C)c(S(=O)(=O)N3CCOCC3)c2)s1
0% | -4% | -10%[60.1 µM] | -12% | -6% | / | ? | -10% | 1% | O=C(CS(=O)(=O)c1ccc(Cl)cc1)Nc1nc2ccc(Br)cc2s1
-3% | -15% | 7% | -19% | 24% | 8% | -2% | -1% | -12% | O=C(Nc1ccc(Cl)cc1)c1cc(S(=O)(=O)Nc2ccccn2)ccc1Cl
-5% | -4% | 8% | 10% | 25% | 31% | -10% | -1% | -11% | COc1ccccc1P(=O)(Cc1ccccc1[N+](=O)[O-])c1ccccc1 (stereo unspecified)
0%&0% | -9%&-6% | 9% | 15%&17% | 17%&2% | 1% | 21% | 7%&-18% | -8%&-7% | COCCCNC(=O)c1cc(-c2cccnc2)nc2ccccc12
-3% | 9% | -15% | -24% | 27% | 4% | ? | -30% | -17% | S=C(NCc1ccccc1)NCc1ccco1
-3% | -2% | -6% | 0% | 39% | -4% | / | 2% | -12% | O=C1CC(N(O)C2CC(=O)N(Cc3ccccc3)C2=O)C(=O)N1Cc1ccccc1 (stereo unspecified)
-4% | -15% | -2% | 47%[activator] | 6% | 10% | 10µM* | ? | -6% | S=C1NC2=C(CCCC2=C2SCCS2)C(c2ccccc2)N1 (stereo unspecified)
-12% | -21% | 1% | -10% | 16% | 13% | -30% | 9% | ? | COc1cccc(C2c3c(-c4cc(Cl)c(C)cc4O)n[nH]c3C(=O)N2Cc2cccnc2)c1 (stereo unspecified)
-12% | -15% | -7% | 13% | 6% | -3% | 11µM* | ? | -8% | CSc1ccc(/C=N/n2c(C3CCCCC3)n[nH]c2=S)cc1
4% | -5% | -11% | -9% | 1% | -7% | 32µM* | ? | -19% | CC1(C)c2ccccc2N2CC(=O)NC21/C=C/c1ccco1 (stereo unspecified)
-2% | -5% | -20% | -5% | -20% | -3% | -41% | -21% | -4% | O=c1cc(CN2CCN(c3ccccn3)CC2)nc2sccn12
-6% | -17% | 7% | 0% | 10% | / | 2%[59 µM] | -3% | -9% | CN1c2ccccc2-c2nc(SCC(=O)Nc3ccccc3C(F)(F)F)ncc2S1(=O)=O
-6% | -1% | -7% | 94%[activator] | 0% | 1% | 28% | -31% | -1% | O=C(N/N=C/c1ccccc1OC(F)F)C1=COCCO1
-14% | -8% | -8% | 15% | -1% | 2% | 9%[59 µM] | 8% | -5% | O=C(O)CNC(=S)N(Cc1cccs1)C1CCCCC1
/ | -18% | -16% | -3% | / | ? | / | / | / | O=C1NC[C@@H](c2ccccc2)OC(=O)[C@H](Cc2ccc(F)cc2)C/C=C\C[C@@H]1CC(=O)N(CCO)Cc1ccccc1
-1% | / | / | / | 16% | ? | ? | -3% | -7% | Cc1nc(SCn2nnc3ccccc3c2=O)c2c(C)c(C)sc2n1
-5% | -10% | 0% | 63%[activator] | 1% | -7% | 40µM* | -28% | -23% | CCC(CC)c1nnc(NC(=O)Cc2ccccc2[N+](=O)[O-])s1

Another view of two compounds above:
Results follow in this order: BLM inh	Pol eta inh	Pol kappa inh	Pol iota inh	POLB inh	APE1 inh	G9a block	BAZ2B block	Apoferritin bind
O=C(CS(=O)(=O)c1ccc(Cl)cc1)Nc1nc2ccc(Br)cc2s1
    0%	-4%	-10%[60.1 µM]	-12%	-6%	/	?	-10%	1%
O=C(Nc1ccc(Cl)cc1)c1cc(S(=O)(=O)Nc2ccccn2)ccc1Cl
    -3%	-15%	7%	-19%	24%	8%	-2%	-1%	-12%

Next part.
BLM inh | Pol eta inh | Pol kappa inh | Pol iota inh | POLB inh | APE1 inh | G9a block | BAZ2B block | Apoferritin bind | SMILES
-2% | -5% | 7% | 56%[activator] | -19% | 4% | 6% | -16% | -3% | CC(=O)Nc1ccc(S(=O)(=O)N(C)CC(=O)N/N=C/c2cccc(O)c2)cc1
0% | -7% | -1% | 8% | 33% | / | -7%[59 µM] | 2% | 2% | Oc1ccccc1-c1nc(/C=C/c2ccc(F)cc2)no1
-4% | -16% | 1% | 79%[activator] | -1% | 0% | 7% | 3% | -22% | Cc1ccccc1N(CC(=O)Nc1ccc(S(=O)(=O)N2CCOCC2)cc1)S(C)(=O)=O
1% | -23% | -9% | 9% | -5% | / | 0.71µM* | ? | -16% | CN(C)c1ccc(NC(=O)CCSc2nc(-c3ccco3)cc(C(F)(F)F)n2)cc1
-4% | -18% | -8% | 61%[activator] | -4% | ? | -46% | -2% | -4% | COc1c(O)ccc(C2NC(=O)NC(C)=C2C(=O)Nc2ccccc2C)c1[N+](=O)[O-] (stereo unspecified)

Among those listed so far, these contain an NH in an aromatic ring:
BLM inh | Pol eta inh | Pol kappa inh | Pol iota inh | POLB inh | APE1 inh | G9a block | BAZ2B block | Apoferritin bind | SMILES
-1%&-1% | -4%&-11% | 0%&-1% | -26%&-4% | -1%&0% | 0% | -33%&12%[59 µM] | 5%&-6% | 9%&-5% | Cc1cccc(NS(=O)(=O)c2ccc3nc(-c4ccccc4)[nH]c3c2)c1C
-13% | -5% | -12% | 21% | 8% | 3% | / | -5% | -9% | CCCCn1c(N)c(N(Cc2ccccc2OC)C(=O)C(C)C)c(=O)[nH]c1=O
-2% | -18% | 7% | 82%[activator] | 3% | 2% | -10% | -16% | -4% | Cc1ccc(C)c(OCCSc2nnc(C)c(=O)[nH]2)c1
-12% | -21% | 1% | -10% | 16% | 13% | -30% | 9% | ? | COc1cccc(C2c3c(-c4cc(Cl)c(C)cc4O)n[nH]c3C(=O)N2Cc2cccnc2)c1 (stereo unspecified)
-12% | -15% | -7% | 13% | 6% | -3% | 11µM* | ? | -8% | CSc1ccc(/C=N/n2c(C3CCCCC3)n[nH]c2=S)cc1

Assay outcomes from PubChem BioAssay.
